# From PubChem BioAssay
# FXIIa inh: blocks human coagulation factor XIIa protease activity; actives 0.3% (n = 220,000); purified FXIIa, Boc-QGR-AMC fluorogenic substrate, 2 h; inhibition, % at 5 µM; P00748; in the data active means inhibition above about 40%;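 further: 0% = enzyme with no compound and 100% = blank without enzyme; many of its hits are not listed in these tables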
# hK5 inh: kallikrein 5 (human) inhibition; inhibition, % at 5 µM; recombinant hK5, fluorogenic AMC substrate cleavage; actives 0.59% (n = 210,000); Q9Y337;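 active means inhibition of 40% or more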;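 further: 0% = enzyme controls without compound and 100% = no-enzyme blanks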
# Target sequence (Q9Y337 67-293 limits assumed): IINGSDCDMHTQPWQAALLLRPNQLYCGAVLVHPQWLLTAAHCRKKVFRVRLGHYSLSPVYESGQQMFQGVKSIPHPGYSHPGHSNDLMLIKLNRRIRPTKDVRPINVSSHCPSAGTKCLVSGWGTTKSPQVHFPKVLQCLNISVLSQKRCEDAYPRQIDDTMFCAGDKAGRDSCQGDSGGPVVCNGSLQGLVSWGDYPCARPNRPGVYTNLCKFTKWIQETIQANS
# Wee1 degr inh: human Wee1 degradation inhibition, primary screen | HeLa Luc-Wee1K328M stability, luciferase luminescence; 100% = proteasome inhibitor MG132 effect | reporter increase, % at 5 µM | actives 1.2% (n = 220,000);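 active means activation above the mean of all tested compounds plus 3 SD, set per screening run, cut at about 8.8% in these data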;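 further: cells exposed to compound for 20 h before luminescence read; 0% = DMSO alone and 100% = MG132 at 30 µM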
# Thrombin inh: blocks human thrombin protease activity. P00734. alpha-thrombin, Boc-VPR-AMC fluorogenic substrate cleavage. inhibition, % at 5 µM. actives 0.26% (n = 220,000);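 active means inhibition at or above 40%; inactive means inhibition below 40%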;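 further: 0% = enzyme with no compound and 100% = wells without enzyme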
#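 Test system: human alpha-thrombin protein / Dosing: one concentration per compound, 5 µM, with 0.2% DMSO / Medium: pH 7.5 Tris-saline with Tween 20 / Benchmarks: no-compound enzyme wells and no-enzyme blanks / Read-out basis: percent inhibition of thrombin substrate cleavage / Timing: reaction at room temperature / Measured by: fluorescence, ex 355 nm, em 460 nm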
# Runt-CBFb FRET: blocks binding of human RUNX1 Runt domain to CBFb; actives 0.46% (n = 220,000); Q01196+Q13951; AID 1496; inhibition, % at 20 µM; Cerulean-Runt/Venus-CBFb FRET ratio 530/480, 1 h;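 active means inhibition over about 50% at 20 µM in the single-dose screen, limit read from the data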;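 further: 0% = DMSO wells and 100% = excess unlabeled CBFb competitor control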
#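 Assay system: Cerulean-Runt domain fusion protein, energy donor; Signal: fluorescence energy transfer, 422 nm excitation, 530/480 nm emission; Timing: 1 h compound exposure, room temperature; Control set: unlabeled CBFb; Medium: Tris buffer pH 7.5 with salts and BSA; Compound: single test concentration of 20 µM, 1% DMSO final; Probe or stimulus: Venus-CBFb 100 nM.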
# Runt-SMMHC FRET: inhibitors of human RUNX1 Runt domain binding to CBFb-SMMHC; Q01196+Q13951; inhibition, % at 20 µM; Cerulean-Runt/Venus-CBFb-SMMHC FRET ratio 530/480, 1 h; actives 0.74% (n = 220,000);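 active means mean inhibition across duplicate retests at 20 µM reaching about 50%, limit read from the data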;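 further: 0% = DMSO wells and 100% = wells with excess untagged CBFb-SMMHC; inhibitors lower the FRET ratio by blocking Runt binding to CBFb-SMMHC; some results filed as inactive read as strong as hits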
# 14-3-3 Bad PPI: disrupts binding of bovine 14-3-3 zeta to phospho-Bad peptide; P63103; TR-FRET 14-3-3zeta/Dy647-pBad peptide displacement, 1 h; inhibition, % at 21.7 µM; actives 0.71% (n = 220,000); AID 781;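 active means inhibition above about 70%, limit read from the data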;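 further: 0% = full 14-3-3 plus peptide FRET controls and 100% = background without 14-3-3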
# Hck Nef HTS: human Hck-Nef kinase inhibition; P08631; AID 463187; Recombinant Hck-YEEI plus Nef, Z-Lyte FRET kinase assay; inhibition, % at 20 µM; actives 0.68% (n = 220,000);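 active means Hck-Nef kinase inhibition above about 50%, limit read from the data; inactive means inhibition below that limit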;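 further: 0% = DMSO with Hck plus Nef and 100% = Hck alone without Nef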
# FXIa inh: inhibitors of human coagulation factor XIa; P03951; purified FXIa, Boc-Glu-Ala-Arg-AMC fluorogenic substrate; inhibition, % at 5 µM; actives 0.14% (n = 220,000); AID 798;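 active means inhibition of at least 40%; inactive means inhibition below 40%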;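 further: fluorescence of freed AMC excited at 355 nm; 0% = enzyme without compound and 100% = no enzyme blank; many of its hits are not listed in these tables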
# Target sequence (P03951 19-387 limits assumed): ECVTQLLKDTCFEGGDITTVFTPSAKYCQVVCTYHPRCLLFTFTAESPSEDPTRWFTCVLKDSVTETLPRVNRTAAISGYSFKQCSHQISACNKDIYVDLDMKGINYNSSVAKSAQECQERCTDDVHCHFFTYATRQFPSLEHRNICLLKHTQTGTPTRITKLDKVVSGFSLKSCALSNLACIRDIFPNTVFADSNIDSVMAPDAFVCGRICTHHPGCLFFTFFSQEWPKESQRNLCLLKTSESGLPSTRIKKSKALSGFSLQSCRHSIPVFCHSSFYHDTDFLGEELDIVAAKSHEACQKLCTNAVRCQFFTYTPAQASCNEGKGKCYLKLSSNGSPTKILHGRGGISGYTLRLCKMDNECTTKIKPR
# Target sequence (P03951 388-625 limits assumed): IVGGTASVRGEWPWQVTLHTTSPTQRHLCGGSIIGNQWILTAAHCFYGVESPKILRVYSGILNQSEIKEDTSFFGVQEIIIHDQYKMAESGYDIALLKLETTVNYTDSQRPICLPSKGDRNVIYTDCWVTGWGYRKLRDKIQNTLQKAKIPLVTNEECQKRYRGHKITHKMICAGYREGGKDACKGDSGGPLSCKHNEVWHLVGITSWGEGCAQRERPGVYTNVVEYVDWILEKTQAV
# * = called active by the depositor; · = not tested or not shown; [ ] = dose if it differs, or a comment. Compounds were not picked by outcome. Share with any hit: about 4.2%.
SMILES,FXIIa inh,hK5 inh,Wee1 degr inh,Thrombin inh,Runt-CBFb FRET,Runt-SMMHC FRET,14-3-3 Bad PPI,Hck Nef HTS,FXIa inh
Cc1ccc(Cl)cc1N(CC(=O)NC1CCCCC1)S(C)(=O)=O,-9,23,2,16,-1,-2,-5,2,5
O=C(Nc1ccccc1)N1CCN(c2nc3ccccc3s2)CC1,11,-7,0,-1,0,-6,2,-1,6
Cc1c(C(=O)NCc2cccnc2)oc2c1C(=O)CC(C)(C)C2,8,-12,4,-12,0,-1,-1,0,-6
O=C(O)Cc1nn(Cc2ccc(Cl)cc2)c(=O)c2ccccc12,2,·,-2,-8,0,-3,69,5,-4
COc1ccc(OC)c(Cc2nnc(CCC(=O)NC3CCCCCCC3)o2)c1,8,-38,-1,-2,-3,-2,-12,18,-5
Cc1nc(N(C)C)c2sc(=S)n(Cc3ccccc3)c2n1,11,·,-1,-1,0,-2,-3,2,2
O=C(COc1cccc(Oc2ccccc2)c1)Nc1ccc(SC(F)F)cc1,-6,-11,0,-5,2,0,-7,4,5
CC(C)N1CC(C(=O)Nc2ccccc2)CC1=O (centres undefined),9,-2,0,-1,1,3,-1[fluorescence artefact?],5,0
N#C/C(=C\c1cc(Cl)ccc1O)C(=O)NC1CCCCC1,0,-18,0,0,1,0,9[fluorescence artefact?],0,2
CNC(=S)Nc1ccc(Cc2ccncc2)cc1,4,5,0,-5,-1,0,-5,4,3
COC(=O)c1cc(Br)ccc1NC(=O)Nc1ccccc1,6,1,5,1,-18,-4,-1,1,3
C[C@H](NC(N)=O)C(=O)Nc1ccc(OCc2ccccc2)cc1,6,0,5,-2,-1,-2,-7,3,2
CCC(=O)N1CCc2cc(S(=O)(=O)CCC(=O)NCc3ccc4c(c3)OCO4)ccc21,15,41*,-2,2,0,1,-8,4,15
Cc1ccc(C2=N/C(=C\c3cccs3)C(=O)N2Nc2ccccc2)cc1,21,-20,4,5,-9,-17,-6[fluorescence artefact?],0,10
CC(C)NC(=O)CCCOc1ccc(Cl)cc1Cl,11,-14,-2,-4,-1,-6,1,-4,3
Cc1ccc2sc(NC(=O)CN3C(=O)c4ccccc4C3=O)nc2c1C,17,-7,2,3,1,3,8[fluorescence artefact?],-3,14
CCCCn1c(SCc2nc(N)nc(Nc3ccccc3C)n2)nc2ccccc2c1=O,13,2,-2,6,-3,0,9,3,-1
Cc1nnc(SCC(=O)c2ccccc2F)n1Cc1ccccc1,2,-6,-1,-6,0,2,4,9,-2
Cc1cc(C)c(NC(=O)CN2CCN3CCCC3C2)c(C)c1 (centres undefined),13,3,-2,-1,2,-2,1,4,6
COc1ccc(-c2onc(C)c2-c2cscn2)c(O)c1,12,-1,4,-3,-1,0,-8,-1,-4

# The final 4 entries of the section before come first, to join the parts:
SMILES,FXIIa inh,hK5 inh,Wee1 degr inh,Thrombin inh,Runt-CBFb FRET,Runt-SMMHC FRET,14-3-3 Bad PPI,Hck Nef HTS,FXIa inh
CCCCn1c(SCc2nc(N)nc(Nc3ccccc3C)n2)nc2ccccc2c1=O,13,2,-2,6,-3,0,9,3,-1
Cc1nnc(SCC(=O)c2ccccc2F)n1Cc1ccccc1,2,-6,-1,-6,0,2,4,9,-2
Cc1cc(C)c(NC(=O)CN2CCN3CCCC3C2)c(C)c1 (centres undefined),13,3,-2,-1,2,-2,1,4,6
COc1ccc(-c2onc(C)c2-c2cscn2)c(O)c1,12,-1,4,-3,-1,0,-8,-1,-4
Nc1ccc(S(=O)(=O)Nc2cnc3ccccc3n2)cc1,8,2,-3,1,3,-2,-9,11,5
CCC(C)(C)NC(=O)C(c1ccccc1F)N(Cc1ccco1)C(=O)Cn1nnc2ccccc21 (centres undefined),-4,0,6,-3,48,69,-18,-1,5
O=C(NC1(O)C(=O)c2ccccc2C1=O)c1c(Cl)cccc1Cl,7,1,4,1,1,1,4,21,2
O=C(Oc1ccc(Br)cc1)c1n[nH]c(=O)c2ccccc12,6,-4,1,-10,0,-3,15,-6,-5
COCc1cc(C)nc(SCC[N+](C)(C)CC(=O)Nc2cccc(C(F)(F)F)c2)c1C#N,12,1,1,·,-2,0,0,29,5
CCc1ccc(OCCCC(=O)NCc2ccco2)cc1,10,2,2,-3,0,-1,-12,21,0
CCn1c(=O)c(C(C)=O)c(O)c2ccccc21,15,·,2,2,8,10,-8,5,5
Cc1ccc(S(=O)(=O)c2nnn3c2nc(Nc2cccc(C)c2)c2ccccc23)cc1,2,-23,2,-13,0,-4,34[fluorescence artefact?],3,3
COc1ccccc1-n1c2c(cc(C(=O)N3CCC(C)CC3)c1=O)C(=O)CC(C)(C)C2,38,52*,-4,10,-1,-4,-4[fluorescence artefact?],0,17
Cn1cc(CN(CCO)Cc2cccs2)c(-c2cccc(Cl)c2)n1,6,·,5,1,-3,0,1,8,1
C=CCSc1nc(N)c(C(=O)Nc2ccccc2OC)cc1C(=O)Nc1ccccc1,1,-24,-1,-1,-1,2,15,0,3
COC(=O)c1cc(Br)c(=O)n(Cc2ccco2)c1,-4,-3,2,-6,12,6,-9[fluorescence artefact?],0,-5
CCOc1cc(/C=N/n2c(C)nc3sc(C)c(C)c3c2=O)ccc1O,6,2,1,3,·,·,-2,16,3
Cc1ccc(S(=O)(=O)/N=C/c2ccco2)cc1,31,87*,-4,104*,0,1,-11,3,5
O=C(NCC(c1ccc(F)cc1)N1CCOCC1)c1c(F)cccc1F (centres undefined),4,-2,2,-2,-1,1,-1,11,-7
Nc1c(N2CCN(c3ccccc3)CC2)c2ccccc2oc1=O,-13,-4,3,-3,0,1,-20[fluorescence artefact?],3,-6
COc1ccc(C(CNC(=O)c2cc(F)c(F)c(F)c2F)N2CCOCC2)cc1 (centres undefined),·,4,1,-1,0,1,-3,-3,2
CCC1CCc2c(sc(NC(=O)c3ccoc3C)c2C(N)=O)C1 (centres undefined),17,-1,1,3,0,4,-3,15,4
COc1ccc(NC(=O)CSc2nc(NS(=O)(=O)c3ccccc3)cc(=O)[nH]2)cc1,9,-12,-1,-2,4,2,75*,0,1
O=C(NCCCl)NNc1c(Cl)cc(Cl)cc1Cl,13,4,-2,-8,5,0,-7,13,8

# Three compounds out of the list above, ordered by their value in Runt-CBFb FRET, ascending.
SMILES,FXIIa inh,hK5 inh,Wee1 degr inh,Thrombin inh,Runt-CBFb FRET,Runt-SMMHC FRET,14-3-3 Bad PPI,Hck Nef HTS,FXIa inh
COc1ccccc1-n1c2c(cc(C(=O)N3CCC(C)CC3)c1=O)C(=O)CC(C)(C)C2,38,52*,-4,10,-1,-4,-4[fluorescence artefact?],0,17
COc1ccc(C(CNC(=O)c2cc(F)c(F)c(F)c2F)N2CCOCC2)cc1 (centres undefined),·,4,1,-1,0,1,-3,-3,2
COC(=O)c1cc(Br)c(=O)n(Cc2ccco2)c1,-4,-3,2,-6,12,6,-9[fluorescence artefact?],0,-5

# Remaining list, next part
SMILES,FXIIa inh,hK5 inh,Wee1 degr inh,Thrombin inh,Runt-CBFb FRET,Runt-SMMHC FRET,14-3-3 Bad PPI,Hck Nef HTS,FXIa inh
Cc1cc(C)n(-c2nc(NCc3cccnc3)c3c4c(sc3n2)COC(C)(C)C4)n1,-5,-2,0,-1,2,-2,-16,2,5
COc1ccc(N(CC(=O)Nc2cccnc2)S(C)(=O)=O)cc1,1,-4,4,-6,-1,1,-1,18,-5
CNC(=S)NCCN1CCOCC1,4,-6,4,1,1,0,-6[fluorescence artefact?],5,7
CN(C)c1ccc(SC#N)cc1,5,-3,0,-6,3,0,3,8,0
CCN1CCN(C(=S)NCCOC)CC1,14,·,1,-4,1,3,30,-3,0
N#CCCN1CCN(S(=O)(=O)c2ccc(S(=O)(=O)NC3CCCC3)cc2)CC1,19,2,-2,-3,2,1,-2,18,-5
O=C(O)c1cc(-c2ccc(Cl)s2)[nH]n1,10,1,3,-1,-1,-2,0,15,1
CCOc1ccc2nc(N3CCCCCC3)sc2c1,17,-24,3,-1,-2,2,-3,2,3
COc1cc(OC)cc(-c2nnc(SCC(=O)Nc3ccc(C(=O)O)cc3)s2)c1,7,0,6,-5,-1,-9,-6,26,1
COc1ccc(-c2nc3ccccn3c2NCc2ccc3c(c2)OCO3)cc1,8,-33,2,2,-1,7,-7,7,6
CC1(c2ccc([N+](=O)[O-])c(CS(=O)(=O)c3ccccc3)c2)OCCO1,-5,-4,-1,0,2,-1,-3,26,1
COc1cc(O)c(C(CC(=O)N2CCN(c3ccccc3)CC2)c2ccc3c(c2)OCO3)c(OC)c1 (centres undefined),13,6,·,4,2,3,-6,21,5
Cc1c(N2C(=O)c3ccccc3C2=O)c(=O)n(-c2ccccc2)n1C,8,-21,-3,-1,-5,-10,1,-1,-3
CCOC(=O)N1CCN(c2c(NCCCN3CCCCCC3)c(=O)c2=O)CC1,8,0,1,-6,2,-2,8,1,-7
O=C(N/N=C/c1ccc2c(c1)OCO2)c1ccc2c(c1)OCCO2,8,-3,-1,1,1,1,-6,3,5
CN(C)C(=O)c1ccc(NC(=O)c2cccnc2)cc1,4,-10,-2,-4,1,-3,-8,-2,-2
O=C(N/N=C/c1cc(Br)cc(Br)c1O)c1cccc(S(=O)(=O)N2CCOCC2)c1,3,-2,0,-4,-97,6,-27,28,-4
Nc1c(Cl)ncnc1NCC(O)CO (centres undefined),1,6,0,-8,-1,4,7,18,-8
Cc1ccc(C)c(/C(O)=C2/C(=O)C(=O)N(CCN3CCOCC3)C2c2ccco2)c1 (centres undefined),11,-28,0,1,2,-5,34,0,5
O=C(CN1CCN(c2ncccn2)CC1)Nc1ccccc1-n1cccc1,12,-7,4,11,-1,-12,46,0,10
CC(CNC(=O)c1ccc(N)cc1)NC(=O)c1ccc(N)cc1 (centres undefined),-2,-11,0,-6,-1,2,-3,0,-6
C/C(CC1(O)C(=O)N(Cc2ccccc2)c2ccccc21)=N\O (centres undefined),20,-10,1,-1,2,0,9,2,-1
CCN(CC)S(=O)(=O)c1ccc(N=Nc2c(N)[nH]c(=O)[nH]c2=O)cc1,9,1,-2,-2,-1,3,1,11,2
